Source: PubChem BioAssay (Sanford-Burnham Center for Chemical Genomics)
HKDC1 inh – HKDC1 (human) hexokinase inhibition. Q2TB90. recombinant HKDC1, G6PDH/diaphorase resazurin coupled fluorescence. inhibition, % at 20 µM. 340,000 compounds, 0.16% hits;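 active means inhibition above about 35% when tested at 20 µM, limit read from the data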;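 further: plate controls were DMSO wells with enzyme for no effect and DMSO wells lacking enzyme for full effect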
Target sequence (Q2TB90 whole entry, looked up): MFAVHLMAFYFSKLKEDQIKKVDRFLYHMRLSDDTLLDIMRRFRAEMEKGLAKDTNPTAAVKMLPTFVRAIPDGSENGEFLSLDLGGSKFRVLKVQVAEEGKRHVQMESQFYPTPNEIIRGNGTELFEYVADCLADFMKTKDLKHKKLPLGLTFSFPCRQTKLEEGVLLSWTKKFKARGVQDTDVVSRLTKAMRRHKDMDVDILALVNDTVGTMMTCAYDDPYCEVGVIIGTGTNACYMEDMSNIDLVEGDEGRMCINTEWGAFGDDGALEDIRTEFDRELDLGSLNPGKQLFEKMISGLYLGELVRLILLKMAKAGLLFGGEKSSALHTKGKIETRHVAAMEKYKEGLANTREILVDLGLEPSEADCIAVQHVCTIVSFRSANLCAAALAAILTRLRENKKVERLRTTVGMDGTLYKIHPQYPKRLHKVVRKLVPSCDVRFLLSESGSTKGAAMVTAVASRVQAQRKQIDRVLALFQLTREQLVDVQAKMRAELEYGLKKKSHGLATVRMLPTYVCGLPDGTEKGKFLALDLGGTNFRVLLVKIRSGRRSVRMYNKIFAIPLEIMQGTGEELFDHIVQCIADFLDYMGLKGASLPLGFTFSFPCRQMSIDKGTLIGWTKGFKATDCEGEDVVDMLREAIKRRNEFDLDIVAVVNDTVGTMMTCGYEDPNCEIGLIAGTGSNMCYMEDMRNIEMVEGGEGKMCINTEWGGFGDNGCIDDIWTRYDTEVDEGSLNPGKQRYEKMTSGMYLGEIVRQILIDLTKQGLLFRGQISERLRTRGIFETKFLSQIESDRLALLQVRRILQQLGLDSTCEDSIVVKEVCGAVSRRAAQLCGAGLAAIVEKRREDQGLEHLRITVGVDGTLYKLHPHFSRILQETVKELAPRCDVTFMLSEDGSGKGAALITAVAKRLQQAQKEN
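Test system: recombinant HKDC1 (HK5) hexokinase enzyme, produced in-house; Amount: enzyme 5 µg/mL final; Buffer or medium: Tris pH 8.0 buffer with MgCl2, Tween-20, BSA, BME; Reagent: glucose and ATP substrates; Doses: 20 µM test compound, 1% DMSO; Incubation: 90 min reaction incubation at room temperature, dark; Detection: resorufin fluorescence at 613 nm.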
hIAP act – increases human intestinal alkaline phosphatase activity | P09923 | purified human IAP, CDP-Star luminescence, 30 min; hits give high values; 1 = vehicle-only enzyme, 0 = enzyme-free background | activation factor at 10 µM | 330,000 compounds, 0.16% hits | AID 2524;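 active means activation factor of the enzyme at least 2-fold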; further: the source names both 10 and 20 µM as test concentration; values of inactives mirror those of a sister screen read the other way
ATG4B inhibitor – ATG4B (human) cysteine protease inhibition; 340,000 compounds, 0.51% hits; ATG4B cleavage of LC3-PLA2, NBD-HPC fluorescence, 1 h; inhibition, % at 8.33 µM; Q9Y4P1; AID 504462; in the data active means inhibition above about 40%
A3A deaminase – blocks human APOBEC3A ssDNA deamination | P31941 | recombinant A3A, FAM/TAMRA ssDNA deamination fluorescence | inhibition, % at 20 µM | 330,000 compounds, 0.41% hits | AID 493011;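 active means at least 40% inhibition at 20 µM here, with at most 30% in a related deaminase screen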;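 further: plate controls were A3A with DMSO for no effect and wells lacking A3A enzyme for full effect; some results filed as inactive read as strong as hits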
mIAP activ – mouse IAP activation; AID 2805; activation factor at 10 µM; muIAP, CDP-Star luminescence, 30 min; hits give high values; 1 = vehicle-only enzyme signal, 0 = enzyme-free wells; 330,000 compounds, 0.24% hits;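 active means activation factor of at least 2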; further: the source names both 10 and 20 µM as test concentration; values of inactives mirror those of a sister screen read the other way
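Assay system: mouse IAP enzyme; Reagent: CDP-Star chemiluminescent phosphatase substrate; Compound: DMSO-dissolved test compounds; Incubation: 30 min, room temperature; Technique: luminescence from enzymatic CDP-Star hydrolysis; Controls: DMSO-only wells and no-enzyme negative control.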
mIAP inh – blocks mouse intestinal alkaline phosphatase. AID 2806. purified mouse IAP, CDP-Star luminescence, 30 min. 330,000 compounds, 0.2% hits. inhibition, % at 10 µM;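 active means inhibition of at least 40% at 10 µM in the primary screen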;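 further: plate controls were DMSO with enzyme for no effect and no enzyme wells for full effect; values of inactives mirror those of a sister screen read the other way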
PfGluPho inh – PfG6PD (Plasmodium falciparum) enzyme inhibition; inhibition, % at 20 µM; PfGluPho enzyme, NADPH resazurin-diaphorase fluorescence; 350,000 compounds, 0.78% hits;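 active means inhibition reaching at least a set limit at 20 µM in the primary screen, cut at about 59% in these data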;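 further: 0% = DMSO wells with substrate and 100% = DMSO wells lacking glucose-6-phosphate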
hIAP block – blocks human intestinal alkaline phosphatase | inhibition, % at 10 µM | P09923 | 330,000 compounds, 0.12% hits | purified IAP, CDP-Star luminescence, 30 min | AID 2544;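 active means inhibition reaching a set limit with compound at 10 µM in the primary screen, cut at about 35% in these data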;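 further: plate controls were DMSO wells with enzyme for no effect and no-enzyme buffer wells for full effect; values of inactives mirror those of a sister screen read the other way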
Numbers without * were called inactive; nt = not tested or not shown; & = joins results of further samples.

SMILES	HKDC1 inh	hIAP act	ATG4B inhibitor	A3A deaminase	mIAP activ	mIAP inh	PfGluPho inh	hIAP block
COc1ccccc1N(CC(=O)NC1CCCCC1)S(=O)(=O)c1cccs1	-6	1.1	-9	2	1	-5	7	-12
COc1ccc(CCNc2oc(COc3ccc(Br)cc3)nc2C#N)cc1OC	-5	0.98	-6	0	1	-3	17	2
CC(C)CN1C(=S)SC(C)(C)C1n1oc(=O)n(-c2ccc(Cl)cc2)c1=O (stereo not given)	0	0.74	9	3	0.88	12	9	26
COc1ccc(C(=O)NCC(C)NC(=O)c2ccc(OC)c(Br)c2)cc1Br (stereo not given)	0	1.2	-2	-3	1.1	-12	-8	-19
CC12CCC(C(=O)Nc3nc4ccccc4s3)(OC1=O)C2(C)C (stereo not given)	-4	1.1	15	-8	0.99	1	15	-5
CCN(CC)c1ccc(C(=O)N/N=C/c2ccccc2OC(F)F)cc1	-11	1.3	8	-1	1	-4	-16	-30
Cc1cccc(N2CCN(C(=O)Cc3cn(C)c4ccccc34)CC2)c1C	6	0.85	-10	-2	1	-4	12	15
O=C(COC(=O)CCCSc1nc2ccccc2[nH]1)Nc1cccc(F)c1	-8	1.1	-2	3	0.93	7	0	-14
CN(C)c1ncc(S(=O)(=O)c2ccccc2)c(-c2ccccc2Cl)n1	-13	1.2	-4	2	1	0	-10	-16
COc1cccc(/C=C2\Oc3cc(OCC(=O)N4CCC[C@H]4C(=O)O)ccc3C2=O)c1	2	1	-28	-3	0.9	10	-7	0
CO/N=C/C1C(=O)NN=C1c1ccccc1 (stereo not given)	-1	1	-2	0	0.97	3	9	0
CC(C)(C)S(=O)(=O)c1cnc(N2CCOCC2)nc1N	-9	1.1	2	3	0.93	7	-14	-12
COc1ccc(/C=N/n2nnnc2N)cc1OC	-7	1	5	0	1	-3	12	-2
CCn1c(CO)nc2c1c(=O)[nH]c(=O)n2Cc1ccccc1	-2	1	2	1	0.94	6	-3	0
COc1cc(NC(=O)c2cccs2)c(OC)cc1NC(=O)c1cccs1	2	1.3	0	2	1	-2	2	-26
O=[N+]([O-])c1ccc(N2CCN(C(=S)Nc3ccc(F)cc3F)CC2)cc1	3	0.79	-8	-4	0.85	15	1	21
CC(C)(C)NC(=O)C(=O)NN=C1CCCCCCC1	8	1.1	-3	-6	1	-3	3	-8
CCCCCC(=O)N1CCN(CCN=CC2=C(O)CC(c3ccc(OC)cc3)CC2=O)CC1 (stereo not given)	1&-2	0.94	1&-5	-1	1	0	5&-7	6
CCOCCCNC(=S)N1CCCC(c2nc3ccc(C)cc3[nH]2)C1 (stereo not given)	-11	1.1	1	1	1.1	-5	-3	-11
C=CCn1c(CNC(=O)c2cccs2)n[nH]c1=S	-5	1.1	1	-1	1.1	-6	2	-13
COC(=O)c1cc(NC(=O)CCc2c(C)nc3ncnn3c2C)cc(C(=O)OC)c1	2	1.2	-4	-8	0.99	1	-2	-21
O=C(NC(=S)N1CCCCC1c1cccnc1)c1ccc(Br)cc1 (stereo not given)	-2	1	7	-6	0.97	3	-17	0
O=S(=O)(Cc1nnnn1-c1ccccc1)c1ccc(Cl)cc1	5	1.1	-1	-2	0.97	3	3	-7
CC(C)(C)C1c2[nH]c3ccccc3c2CCN1Cc1cccc(OCCO)c1 (stereo not given)	13	0.9	-2	1	1	-2	8	10
CCCC(=O)NCCCc1nc2ccccc2[nH]1	-3	0.9	3	-2	1.1	-10	-1	10

(listing goes on)
SMILES	HKDC1 inh	hIAP act	ATG4B inhibitor	A3A deaminase	mIAP activ	mIAP inh	PfGluPho inh	hIAP block
Cc1ccc(-n2nc3c(=O)n(CCCC(=O)NCC(C)c4ccccc4)nc(C)c3c2C)cc1 (stereo not given)	-2	1.1	5	-2	1	-2	-17	-7
COc1ccc(NC(=O)CN(C)C(=O)CCC2CCCC2)cc1	-5	0.95	-1	3	1.1	-7	39	5
C=CCNC(=O)CN1CCC(c2nc3ccccc3[nH]2)CC1	-4	1.2	-8	-2	1	0	0	-23
CC(C)CC(=O)NC(=S)Nc1ccccc1F	1	1.1	-10	-5	0.97	3	6	-10
O=C(COc1ccc(S(=O)(=O)N2CCOCC2)cc1)Nc1ccccc1Cl	5	0.88	-6	-3	0.93	7	0	12
Cc1csc(SC(C)C(=O)Nc2ccc3c(c2)OCCO3)n1 (stereo not given)	0	1.1	1	1	1.2	-17	0	-8
O=C(c1cc(-c2ccc(Cl)cc2Cl)on1)N1CCCC1	-4	0.95	5	-1	0.97	3	-1	5
CC(C)C(=O)N1CCN(c2ccccc2NC(=S)NC(=O)Cc2ccccc2)CC1	1	1.1	-1	-4	1	0	10	-10
Cc1cc(C)c(OCC(=O)N(Cc2ccc(N(C)C)cc2)C2CCS(=O)(=O)C2)c(C)c1 (stereo not given)	-1	1.3	-6	-9	1.1	-6	12	-29
CN(C)c1ccc(NS(=O)(=O)c2cccc(Cl)c2)cc1	1	1.1	1	-1	0.97	3	16	-6
CC(C)(C)NC(=O)CN(Cc1ccc(F)cc1)C(=O)Cn1nnc(-c2ccc(F)cc2)n1	23	1.1	7	1	0.98	2	-8	-6
Cc1ccc(CN2CCN(C(=O)CCN3C(=O)c4ccccc4C3=O)CC2)cc1	-7	1.1	-8	-4	1.1	-8	-17	-6
CCn1nc(CC(=O)Nc2nnc(CC(=O)N3CCOCC3)s2)c2ccccc2c1=O	1	1.1	-1	-3	1	-2	-13	-15
CC(=O)N[C@@H](C)C(=O)N1CCC(n2nccc2NC(=O)CCCc2ccccc2)CC1	2	1.1	2	-3	1	-4	-5	-7
COc1ccc(C(=O)NCCN2CCOCC2)cc1S(=O)(=O)Nc1ccc(C)cc1	-7	0.99	7	-3	1.1	-5	1	1
Cc1ccc(C(=O)NC2CCS(=O)(=O)C2)cc1S(=O)(=O)N1CCCCC1 (stereo not given)	-13	0.98	-5	-1	1	-5	-19	2
CCOC(=O)CSc1nc2c(c(=O)n(C)c(=O)n2C)n1Cc1ccccc1F	-1	0.9	-4	-1	0.94	6	9	10
O=C1/C(=C\c2ccco2)SC(=S)N1c1ccc(O)cc1	-6	0.99	2	27	0.22	78*	-3	1
CCCc1c(C(=O)N/N=C/c2ccccc2OCc2ccc(F)cc2)nnn1-c1nonc1N	-7	1.1	-2	-4	0.98	2	-11	-10
O=C(NNC(=O)c1ccc(Br)s1)c1cccc(S(=O)(=O)N2CCCC2)c1	-3	1	-2	1	0.99	1	-7	-1
CC(=O)Nc1ccc(OS(=O)(=O)c2ccc(Cl)cc2)cc1	-4	0.8	-1	1	1	-5	11	20
Cc1ccc(S(=O)(=O)Nc2cc(C)c(O)c(S(=O)(=O)c3ccc(C)cc3)c2)cc1	0	0.94	-4	-1	0.91	9	6	6
CCOC(=O)c1cc(-c2ccccc2)sc1NC(=O)C(C)Sc1nnc(N)s1 (stereo not given)	-3	1.1	0	1	1	-4	16	-5
O=C(CCN1C(=O)c2cccc3cccc(c23)C1=O)NCC1CCCO1 (stereo not given)	0	1	-3	-9	0.99	1	13	-5
CCNC(=O)n1cc(-n2cncn2)c(-c2ccc(Cl)cc2)n1	0	1.1	4	-7	0.88	12	6	-10

Additional compounds
SMILES	HKDC1 inh	hIAP act	ATG4B inhibitor	A3A deaminase	mIAP activ	mIAP inh	PfGluPho inh	hIAP block
Cc1cc(C)cc(NC(=O)c2cnn(-c3ccccc3)c2C2CCNCC2)c1	-7	0.83	5	-1	0.97	3	9	17
COc1cc(NC(=O)c2ccccc2F)c(OC)cc1NC(=O)CN1CCOCC1	7	1.1	-2	-7	1.1	-8	-1	-8
CCCCNc1ncnc2c1nnn2Cc1ccccc1Cl	-4	1	10	-5	1	-2	-11	-1
CC1=C/C(=C/N(C)C)C(=O)O1	-14	0.98	-4	5	0.94	6	-11	2
CCN=c1scc(C)n1/N=C/c1cc(Br)c(O)c(OC)c1	2	0.85	-7	3	0.96	4	26	14
CC1=C(C(=O)N2CCCC(N3CCN(c4cccc(C(F)(F)F)c4)CC3)C2)OCCO1 (stereo not given)	-7	1.1	-11	3	1	-4	20	-13
CCC1CCCCN1S(=O)(=O)c1ccc(S(=O)(=O)N(Cc2cccs2)C2CC2)cc1 (stereo not given)	-11	0.95	23	0	0.89	11	6	5
CCN1CCCC1CNC(=O)C(=O)Nc1cccc(OC)c1 (stereo not given)	3	1.1	3	-2	0.99	1	7	-7
CC[C@H]1C(c2ccc(F)cc2)=NN(c2ccccc2)[C@@H]1CO	12	nt	10	4	1.5	-49	9	nt
CCc1cc2c(cc3c(=O)n(CC(=O)NCCCN4CCCCCC4)nc(CC)n32)s1	8	0.87	7	-4	1	-2	-8	13
CCC(Cc1ccccc1)NS(=O)(=O)c1csc(C(N)=O)c1 (stereo not given)	3	1.2	-6	0	0.98	2	9	-18
CCCCC1=CC2=CC(=O)C(C)(OC(=O)CC)C(=O)C2=CN1Cc1ccco1 (stereo not given)	15	1	-5	1	0.89	11	35	-2
CC(C(=O)NCCCn1ccnc1)(c1ccccc1)c1ccccc1	-7	1.3	4	0	1	-1	0	-27
CCCCCC(=O)N/N=C(\C)c1ccc(N2CCCCC2)cc1	-13	0.97	9	-1	1	-1	8	3
Cc1cc(=O)n2nc(N3CCC(C(=O)N4CCN(c5ccccc5)CC4)CC3)sc2n1	-4	1.1	-9	-7	0.97	3	11	-7
CC(C)N(C)Cc1nnnn1CC(=O)NCCc1cccc(C(F)(F)F)c1	-4	1	-2	-2	1	-3	-2	-4
ONC(=Nc1ccccc1)c1ccc(Cl)cc1	0	1.1	-2	-1	1.1	-9	-13	-10
COCCCNC(=O)c1c(NC(=O)c2cccs2)sc2c1CCCC2	-2	0.88	8	-1	0.96	4	-1	12
COc1ccc(N2C(=O)CC(N3CCN(c4nc5ccccc5s4)CC3)C2=O)cc1 (stereo not given)	2	1.1	-5	-3	1	-1	-5	-9
O=C(O)c1cc(S(=O)(=O)N2CCOCC2)ccc1N1CCCCC1	-2	1	1	0	0.96	4	-8	-3
Cc1csc(OCC(=O)Nc2ccc(C)c(C)c2)n1	0	1.1	0	0	1	-3	-2	-15
CC(C)NC(=O)COC(=O)c1ccc(Cl)c(S(N)(=O)=O)c1	0	0.96	-6	4	1	-1	-3	4
COc1ccc(/C=C/C(=O)OCC(=O)NC2CCCC(C)C2C)cc1 (stereo not given)	-6	0.83	3	9	1	0	0	17
CC(C)N(CCCNC(=O)c1ccc(CS(=O)(=O)c2c(Cl)cccc2Cl)o1)Cc1ccccc1	-4	1	10	-6	0.97	3	1	-4
Cc1ccc2oc(=O)c(/C=C(\O)c3ccccc3)nc2c1	-8	1.1	-7	2	0.97	3	-9	-8
Cc1cc(C)n2nc(CCCO)nc2n1	-10	0.96	-4	-4	1.1	-10	8	4
